Rab9 prom act: Rab9 promoter activation; Huh7 Rab9 promoter-luciferase reporter, luminescence, 24 h; Potency, µM (top dose mostly 9.22 µM), for inactives: at the top dose activation, negative = inhibition, actives largely listed as activators; 320,000 compounds, 2.8% hits; note: potency is the fitted concentration of half-maximal effect; % of control where 0% means no effect; nearly all actives have a fitted effect of over 60% in size
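Using Huh7 cells stably transfected with Rab9 promoter–luciferase, compounds were incubated 24 h at 37 °C, 5% CO2; luciferase luminescence was read 10 min after reagent addition.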
RORg inh: ROR gamma (mouse) transcription inhibition | P51450 | Drosophila S2 Gal4-RORgamma UAS-luciferase reporter, 20 h | Potency, µM (titrated, usually from 53.6 µM), for inactives: at the highest dose activity change, negative = inhibition, most hits filed as inhibitors | 310,000 compounds, 5.4% hits | AID 2551; note: potency is the fitted concentration of half-maximal effect; % is set by controls: 0 for no effect and ±100 for the full control effect; nearly all actives have a fitted effect of over 60% in size
Target sequence (P51450 whole entry, looked up, the tested form may be a part): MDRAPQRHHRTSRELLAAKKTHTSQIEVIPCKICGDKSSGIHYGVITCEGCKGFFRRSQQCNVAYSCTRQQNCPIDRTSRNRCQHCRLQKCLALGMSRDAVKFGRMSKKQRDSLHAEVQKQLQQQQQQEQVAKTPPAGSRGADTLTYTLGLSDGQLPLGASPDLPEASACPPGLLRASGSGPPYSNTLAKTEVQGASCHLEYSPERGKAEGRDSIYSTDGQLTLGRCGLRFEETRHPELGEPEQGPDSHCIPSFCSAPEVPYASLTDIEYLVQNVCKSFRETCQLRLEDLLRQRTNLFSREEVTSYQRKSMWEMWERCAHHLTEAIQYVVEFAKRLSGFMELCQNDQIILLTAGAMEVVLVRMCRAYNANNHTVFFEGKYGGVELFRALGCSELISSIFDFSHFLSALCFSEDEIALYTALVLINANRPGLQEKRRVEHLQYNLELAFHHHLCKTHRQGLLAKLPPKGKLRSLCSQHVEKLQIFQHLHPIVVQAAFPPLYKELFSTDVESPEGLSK
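ROR gamma transcriptional activity was tracked as Gal4-UAS luciferase output in stably transfected Drosophila Schneider cells, with compound added 1 hr before 700 uM copper sulfate induction and a 20 hr ambient-temperature incubation.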
NPC1 promoter act: NPC1 promoter activation; Potency, µM (titrated, usually from 9.22 µM), without a hit: at the top dose activation, usual class: activators; 320,000 compounds, 2.4% hits; Huh7 NPC1 promoter luciferase reporter, 24 h;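 note: potency is the fitted concentration of half-maximal effect; % of control where 0% means no effect; nearly all actives have a fitted effect of over 60% in size; reporter is driven by a mutant NPC1 promoter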
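Luminescence from an NPC1 promoter-driven luciferase reporter in stably transfected Huh7 cells was measured after 24 h compound treatment at 37 °C, followed by 10 min ambient incubation with luciferase detection reagent.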
Gal4-VP16 FLuc: inhibits Gal4-VP16 luciferase reporter, ROR gamma counter-screen. Drosophila S2 Gal4-VP16 UAS-luciferase, luminescence, 20 h. Potency, µM (doses to about 53.6 µM), without a hit: top-dose activity, negative = inhibition, usual class: inhibitors. 310,000 compounds, 3.5% hits. AID 2546;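 note: Gal4-VP16 expression switched on by copper sulfate through the metallothionein promoter; potency is the fitted concentration of half-maximal effect; % is set by controls: 0 for no effect and ±100 for the full control effect; nearly all actives have a fitted effect of over 50% in size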
KCNH2 3.1 inh: blocks the human KCNH2 3.1 channel isoform; activity change, % (tested at about 1.8 µM); U2OS KCNH2 3.1, thallium flux FluxOr; hits give low values; 340,000 compounds, 0.95% hits;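 active = maximum activity change below -70%; inconclusive = maximum activity change from -70% to -50%; inactive = maximum activity change above -50%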;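 note: thallium influx rate constant from kinetic fluorescence after stimulation buffer; % is set by controls: 0 for no effect and ±100 for the full control effect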
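Thallium flux read-out: FluxOr dye with Red40 quencher in HBSS/HEPES, 45 min at RT. Rate constants from kinetic reads were normalized to positive and negative DMSO controls. Cells: U2OS virally expressing the 3.1 isoform.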
ELG1 DNA repair: inhibitors of ELG1-dependent DNA repair in HEK293T cells | HEK293T ELG1-luciferase reporter, luminescence, 16 h; DNA damage induced by 5-fluorouridine | Potency, µM (doses to about 46.1 µM), inactives show top-dose activity change, negative = inhibition, actives largely listed as inhibitors | 330,000 compounds, 2.3% hits; note: potency is the fitted concentration of half-maximal effect; % is set by controls: 0 for no effect and ±100 for the full control effect; nearly all actives have a fitted effect of over 55% in size
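Overnight (16 hr) co-exposure of 2,000 cells/well to 5-fluorouridine and compound at 37 °C preceded detection. Luciferase was quantified via ONE-Glo luminescence; loss of signal denotes inhibition.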
PKM2 activator: increases activity of human pyruvate kinase M2 | 260,000 compounds, 0.34% hits | Potency, µM (doses to about 57.5 µM), inactives show at the highest dose activation, actives largely listed as activators | purified PKM2, Kinase-Glo ATP luminescence, activation; response scale: 0% is enzyme alone, no compound | AID 1631; note: potency is the fitted concentration of half-maximal effect; % is set by controls: 0 for no effect and ±100 for the full control effect; nearly all actives have a fitted effect of over 55% in size
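Purified hPK-M2 (>95% pure) converted ADP (0.1 mM final) to ATP with 0.5 mM PEP in 50 mM imidazole pH7.2, KCl, MgCl2, Tween 20, BSA; 1 h at room temperature. ATP detected by Kinase-Glo luminescence.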
FLuc modulator: inhibits or activates purified firefly luciferase, miR-21 counter-screen | P08659 | purified FLuc, Km substrates, luminescence inhibition | Potency, µM (doses to about 57.5 µM), for inactives: at the top dose activity change, negative = inhibition, hits mostly inhibitors | 360,000 compounds, 6.9% hits | AID 588342;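 note: potency is the fitted concentration of half-maximal effect; plate controls were vehicle for no effect and reference inhibitor for full effect; nearly all actives have a fitted effect of over 55% in size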
Target sequence (P08659 whole entry, looked up): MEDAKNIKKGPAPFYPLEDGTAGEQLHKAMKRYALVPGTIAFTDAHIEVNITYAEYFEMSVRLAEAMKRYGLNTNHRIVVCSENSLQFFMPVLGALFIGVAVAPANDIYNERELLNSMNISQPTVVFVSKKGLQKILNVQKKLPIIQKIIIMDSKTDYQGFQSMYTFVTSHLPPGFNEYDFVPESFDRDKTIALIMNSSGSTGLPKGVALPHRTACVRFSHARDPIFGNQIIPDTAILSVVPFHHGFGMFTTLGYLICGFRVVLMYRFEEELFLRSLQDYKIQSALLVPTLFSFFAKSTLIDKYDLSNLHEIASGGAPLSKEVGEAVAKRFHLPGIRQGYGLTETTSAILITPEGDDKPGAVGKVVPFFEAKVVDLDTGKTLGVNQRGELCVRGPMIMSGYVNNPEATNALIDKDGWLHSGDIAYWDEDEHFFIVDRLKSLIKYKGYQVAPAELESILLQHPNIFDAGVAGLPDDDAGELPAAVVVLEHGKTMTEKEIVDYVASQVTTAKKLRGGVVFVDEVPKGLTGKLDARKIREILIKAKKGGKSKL
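Biochemical qHTS of compounds, final roughly 60 µM downward over six points, against 10 nM purified firefly luciferase using Km concentrations of substrates (10 uM D-luciferin, 10 uM ATP) in Tris acetate pH 7.5 buffer; luminescence output.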
Mito fusion act: inhibitors of mitochondrial division or activators of mitochondrial fusion. S. cerevisiae fusion-defective mutant growth rescue, CellTiterGlo 48 h. 320,000 compounds, 0.23% hits. AID 485298. Potency, µM (titrated, usually from 46.1 µM), for inactives: top-dose growth rescue (activation), actives largely listed as activators;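 note: potency is the fitted concentration of half-maximal effect; % of control where 0% means no effect; nearly all actives have a fitted effect of over 45% in size; temperature-sensitive fusion mutants such as fzo1-1 at 37 °C on non-fermentable ethanol glycerol medium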
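Read-out: ATP-based luminescence (CellTiterGlo, 10 min ambient) reporting growth of fusion-defective ts yeast after 48 hours at 37C on glycerol/ethanol YPEG medium in the presence of compound.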
Menin-MLL TR inh: menin-MLL binding inhibition, Texas Red mutant peptide; Menin + Texas Red MLL mutant peptide, fluorescence polarization; O00255; Potency, µM (doses to about 61.6 µM), for the others: at the highest dose FP activity change, negative = inhibition, hits mostly inhibitors; 270,000 compounds, 0.23% hits; active = well fitted inhibition curve with a large enough effect in the polarisation, with a control signal flat, not every such curve was filed as active; inconclusive = small, poorly fitted or top-dose-only effect, or effect the other way, or a change in a side signal; inactive = no such curve, though single readings can be large or run the other way; the % refers to the polarisation; note: potency is the fitted concentration of half-maximal effect; % of control where 0% means no effect; many of its hits are not listed in these tables
MBNL1-CUG inh: blocks human MBNL1 binding to CUG repeat RNA | Q9NR56 | TR-FRET MBNL1-His/biotin-(CUG)12 binding, 665/545 ratio | Potency, µM (titrated, usually from 57.5 µM), without a hit: at the top dose activity change, negative = inhibition, usual class: inhibitors | 280,000 compounds, 0.036% hits | AID 2675; active = well fitted inhibition curve with a large enough effect in the signal ratio, with a control signal flat, not every such curve was filed as active; inconclusive = small, poorly fitted or top-dose-only effect, or effect the other way, or a change in a side signal; inactive = no such curve, though single readings can be large or run the other way; the % refers to the signal ratio; note: potency is the fitted concentration of half-maximal effect; % is set by controls: 0 for no effect and ±100 for the full control effect
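Inhibition of protein-RNA binding appears as loss of TR-FRET between terbium anti-His antibody on MBNL1-His and streptavidin-XL665 on biotin-(CUG)12. Activity is normalized to buffer-only and uninhibited-complex controls.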
Active calls of the source: *; ? = inconclusive; · = not tested or not shown; [ ] = remark or other dose. Unless noted, calls come from the whole dose curve; as a rule, active = well fitted curve in the direction sought with a large enough effect; inconclusive = small, poorly fitted or top-dose-only effect, or another doubt; inactive = no such curve, though single readings can be large; an effect the other way counts as inactive or inconclusive. A portion of the library; the hit share may differ from the screen's.

SMILES | Rab9 prom act | RORg inh | NPC1 promoter act | Gal4-VP16 FLuc | KCNH2 3.1 inh | ELG1 DNA repair | PKM2 activator | FLuc modulator | Mito fusion act | Menin-MLL TR inh | MBNL1-CUG inh
C=CCn1c(COc2ccc(F)cc2)nnc1SCC(=O)NC1CCCC1 | -1% | · | 1% | · | -12 | 21% | · | 4% | 1% | · | ·
CCCN(CCC)c1nc(Cl)nc(NCCN2CCOCC2)n1 | -2% | -2% | -2% | 5% | 1 | 23µM* | · | 0% | 8% | -8% | 27%
CN(C)C(=O)c1c2c(nc3ccccc13)-c1ccccc1CC2 | -4% | 14% | -2% | 3% | 32 | 0% | -1% | ? | 0% | -3% | 5%
O=C(CN1CCOCC1)Nc1ccccc1Cl | 0% | -36% | -1% | -5% | 4 | ? | 7% | 3% | -1% | 6% | 0%
O=[N+]([O-])c1ccc(/C=N/n2c(-c3cccnc3)n[nH]c2=S)cc1 | -1% | -24% | 3% | 1% | -5 | 12% | -13% | 0% | 5% | 15% | 19%
CN(c1ccccc1)S(=O)(=O)c1ccc(C(=O)OCC(=O)NCc2ccco2)cc1 | -4% | -13% | 0% | -3% | 20 | -6% | 5% | -1% | -2% | -2% | -2%
CN(CCc1cnn(C)c1)C(=O)C1CCC(=O)N(CC2CCCCC2)C1 (stereo unspecified) | 7% | -14% | 2% | -3% | 7 | -4% | -2% | 0% | -2% | 6% | 0%
Cc1ccc2nc(C3CCN(CC(=O)N4CCCCCC4)CC3)[nH]c2c1 | 2% | -14% | 1% | 7% | -1 | 0% | 10% | 2% | -12% | -23% | -5%
CCOc1cc(N2CCOCC2)c(OCC)cc1NC(=O)C(NC(=O)c1ccco1)C(C)C (stereo unspecified) | -1% | 4% | -5% | 13% | -8 | ? | 1% | 9% | -1% | 4% | -4%
CCOc1ccc(C(C(=O)NCC2CCCO2)N(Cc2cccnc2)C(=O)c2snc(C(N)=O)c2N)cc1 (stereo unspecified) | -1% | 17% | 6% | -4% | 0 | 13% | -4% | 3% | 6% | -2% | ?
Cc1ccccc1-n1nc(C(=O)O)c(C)c(C#N)c1=O | -6% | -14% | 1% | -6% | 2 | -12% | 2% | 4% | 0% | 0% | ?
N#CCC(=O)Nn1c(=S)[nH]c2ccccc2c1=O | -1% | -5% | 6% | -19% | -4 | 23% | -3% | 3% | -3% | -9% | -14%
CCOc1cc(/C=C2/C(=N)N3C(=NC2=O)SN=C3S(=O)(=O)CC)ccc1OC(=O)c1ccco1 | -1% | 2% | 3% | 4% | 23 | -2% | · | -21% | 0% | · | 8%
NC1=NC(=O)C2(COC(c3ccncc3)OC2)S1 (stereo unspecified) | 0% | -11% | -2% | 2% | 10 | -11% | · | 0% | 3% | -8% | -2%
OC1(c2ccccc2F)CCN(Cc2nnc(-c3ccccc3)o2)CC1 | -1% | 3% | 0% | -2% | -1 | ? | 0% | 0% | 13% | -15% | -7%
Cc1cccc(Cn2c(-c3ccc[nH]c3=O)nc3ccccc32)c1 | -5% | 26% | 1% | ? | 8 | -6% | · | 3% | -14% | -25% | -1%
CC(NC(=O)C1CC1)c1ccc(-c2ccccc2)cc1 (stereo unspecified) | 10% | ? | -1% | -9% | -1 | 3% | -1% | -1% | 3% | 4% | -11%
Cc1cccc(C(=O)Nc2nccs2)c1[N+](=O)[O-] | -2% | -27%[10 µM] | -1% | ? | 4 | 0% | 20% | 0% | -2% | 9% | ·
Cc1ccc2c(Cl)c(C)c(N3CCCC3)nc2n1 | 2% | 2.8µM* | -2% | 11µM* | -17 | 0% | -3% | 17µM* | 4% | -4% | 17%
CCCn1nc(C(=O)OCC(=O)c2ccc3c(c2)NC(=O)CO3)c2ccccc2c1=O | -11% | 19% | -4% | ? | -10 | -1% | 4% | -2% | -5% | 1% | 2%
Cc1nnc(SCC(=O)Nc2nccs2)s1 | -2% | -1% | 0% | -14% | -7 | 27% | 3% | 0% | 1% | -4% | -8%
COC(=O)CNc1cccc(C(F)(F)F)c1 | -1% | -3% | -2% | 0% | 6 | 1% | 4% | 3% | 1% | 16% | -3%
NCC(c1ccc(Cl)cc1Cl)c1c[nH]c2ccccc12 (stereo unspecified) | 4% | -8% | -8% | -8% | -2 | -11% | · | 1% | -45%[inhibitor] | 46%[activator] | 0%
Cc1cc(C)cc(-n2nnnc2SCC(=O)Nc2nc(-c3ccc(F)cc3)cs2)c1 | -4% | -33% | 0% | -25% | -32 | ? | -4% | 1% | 0% | 35µM* | 12%
COc1ccc(CCN(C)C2CCCN(S(=O)(=O)c3ccccc3F)C2)cc1OC (stereo unspecified) | 3% | 10% | -1% | -1% | -39 | -9% | -3% | 5% | -1% | 1% | -1%
CCN=C1SC(C(N)=O)CC(=O)N1CC (stereo unspecified) | 6% | 3% | -2% | -4% | -4 | 3% | -1% | 4% | -1% | 0% | 2%
COc1ncc(-c2ccc3c(c2)S(=O)(=O)c2cccc(C(=O)O)c2C3=O)cn1 | 1% | · | 1% | · | -1 | 9% | · | 0% | -9% | · | ·
COc1ccccc1C(=O)NC(=S)/C=C1/N(C)c2ccccc2C1(C)C | 11% | 4% | 5% | 3% | -1 | ? | 8% | -14% | 7% | -6% | ·
CC(=O)Nc1ccc(S(=O)(=O)Nc2ccc(N3CCOCC3)cc2)cc1 | 2% | 3% | 1% | -1% | 4 | -5% | 5% | -1% | 0% | -3% | 1%
COc1ccc(N(C(=O)c2ccc(Br)o2)C2C=CS(=O)(=O)C2)cc1 (stereo unspecified) | 3% | 33% | -2% | 2% | 0 | 1% | -3% | 8% | 0% | 3% | 10%
COc1ccc(NC(=O)CSc2nnc3ccc(-c4cccnc4)nn23)c(OC)c1 | -4% | · | 1% | · | 3 | ? | · | 1% | -7% | · | ·
CCOC(=O)/C(C#N)=C/c1c(N2CCN(Cc3ccc4c(c3)OCO4)CC2)nc2c(C)cccn2c1=O | 1% | -2% | 0% | -3% | -7 | 0% | -3% | 3% | 7% | · | 6%
Cc1nn(-c2ccccn2)c(N)c1N=O | -4% | 11µM* | 2% | ? | 3 | 0% | -7% | 2% | -5% | · | ?
CN1CCN(C(=O)c2cccc(-c3cc(O)c4ncccc4c3)c2)CC1 | -14% | · | -3% | · | · | -26% | · | 1% | -2% | · | ·
OCCC1CN(Cc2ccccc2-c2ccco2)CCN1Cc1ccccc1 (stereo unspecified) | -1% | 16% | -3% | -1% | -35 | 5% | 2% | -2% | 0% | 0% | -6%
CCN(CC)c1ccc(NC(=O)CSc2nc3ccccc3c(=O)[nH]2)cc1 | -3% | 14% | -4% | 13% | -6 | 3% | 1% | -15% | -4% | ? | -6%
O=C(NCC(c1cccs1)N1CCOCC1)C1CCN(S(=O)(=O)c2cccc(C(F)(F)F)c2)CC1 (stereo unspecified) | -5% | · | -1% | · | -3 | 0% | · | 3% | 1% | · | ·
N#CC1=C(SCC(=O)Nc2nccs2)NC(=O)CC1c1ccccc1 (stereo unspecified) | 2% | 28% | 17% | 5% | 3 | ? | 6% | 0% | 0% | 4% | -2%
CCCN(C1CCS(=O)(=O)C1)S(=O)(=O)c1cc(OC)ccc1OC (stereo unspecified) | 1% | · | -2% | · | 1 | 23% | · | 9% | -3% | · | ·
CCN(CC(=O)NCc1ccc(Cl)cc1)C(=O)c1oc2ccccc2c1C | 10% | ? | 1% | 8% | 7 | -5% | 2% | 4% | 14% | -11% | 1%
COc1ccc(CCNC(=O)c2cc(S(=O)(=O)N(C)c3ccccc3)ccc2Cl)cc1 | 1% | 38% | -3% | -7% | 5 | ? | -4% | 5% | 3% | -11% | ?
O=C1SC(SCc2ccccc2)=N/C1=C\c1ccco1 | · | -10% | · | 10% | 12 | · | 1% | -18% | 8% | ? | 12%
CCOC(=O)CCN(c1ccccc1)S(=O)(=O)c1ccc(-c2ccc(=O)[nH]n2)s1 | -4% | -12% | 1% | -3% | 0 | 19% | 1% | 1% | 12% | 5% | ?
CCCCc1ccc(NC(=O)Nc2cc(C)nn2C)cc1 | -2% | -7% | -3% | -9% | -2 | 4.1µM* | · | ? | 21% | 48%[activator] | 0%

Compound activity from PubChem BioAssay.
